# High-throughput results deposited in PubChem by National Center for Advancing Translational Sciences (NCATS).
# PGK inhibitor = inhibitors of T. brucei phosphoglycerate kinase; P07378; PGK/GAPDH coupled, Kinase-Glo luminescence, 60 min; Potency, µM (titrated, usually from 57.5 µM), for inactives: top-dose activity change, negative = inhibition, usual class: inhibitors; 0.043% of 380,000 active; note: potency is the fitted concentration of half-maximal effect; % is set by controls: 0 for no effect and ±100 for the full control effect; nearly all actives have a fitted effect of over 60% in size
# Target sequence (P07378 whole entry, looked up): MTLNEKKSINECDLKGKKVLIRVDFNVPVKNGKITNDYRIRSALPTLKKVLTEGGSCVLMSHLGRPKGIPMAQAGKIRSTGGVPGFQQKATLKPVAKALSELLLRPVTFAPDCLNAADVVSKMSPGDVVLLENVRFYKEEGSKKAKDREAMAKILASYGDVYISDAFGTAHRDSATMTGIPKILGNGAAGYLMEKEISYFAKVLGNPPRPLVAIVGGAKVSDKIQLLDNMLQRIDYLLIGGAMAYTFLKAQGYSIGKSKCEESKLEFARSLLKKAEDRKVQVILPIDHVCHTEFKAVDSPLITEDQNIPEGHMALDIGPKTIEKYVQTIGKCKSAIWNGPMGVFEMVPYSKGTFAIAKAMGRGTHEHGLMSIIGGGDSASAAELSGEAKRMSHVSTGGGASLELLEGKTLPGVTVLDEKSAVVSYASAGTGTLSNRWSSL
#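 Recombinant glycosomal PGK reaction used 1,3-bisphosphoglycerate generated in-well by GAPDH (100nM final) in 100mM TEA pH 7.6, 5mM MgCl2, 0.01% Tween-20. After 60 minutes at room temperature, ATP was read by Kinase-Glo Plus luminescence end-point.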
# G9a inh = G9a (human) methyltransferase inhibition; G9a H3K9 monomethylation, AlphaScreen, 2 h; 8.8% of 350,000 active; AID 504332; Potency, µM (series often up to 102 µM), without a hit: top-dose activity, negative = inhibition, hits mostly inhibitors; Q96KQ7; note: potency is the fitted concentration of half-maximal effect; % is set by controls: 0 for no effect and ±100 for the full control effect; nearly all actives have a fitted effect of over 75% in size
#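 Enzyme 20 nM + cpd, 15 min RT; add b-H3K9 pep 500 nM / SAM 20 uM; 2 h RT; anti-H3K9me1 Ab 0.5 ug/mL + SA donor / anti-rabbit acceptor beads 20 ug/mL each, 10 min; AlphaScreen read.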
# ERG-DNA inh = blocks human ERG Ets domain binding to DNA; Potency, µM (highest dose often 76.9 µM), without a hit: top-dose FP activity, negative = inhibition, hits mostly inhibitors; fluorescence polarization, His-ERG Ets domain / labelled DNA; 0.028% of 370,000 active; AID 624246; P11308; active = well fitted inhibition curve with a large enough effect in the polarisation, with a control signal flat; inconclusive = small, poorly fitted or top-dose-only effect, or effect the other way, or a change in a side signal; inactive = no such curve, though single readings can be large or run the other way; the % refers to the polarisation;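 note: polarization taken with two DNA probes labelled with fluorescein and Texas red; potency is the fitted concentration of half-maximal effect; % of control where 0% means no effect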
#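 His-tagged ERG Ets domain (1 uM in the protein solution; 300mM KCl, 50mM Tris-HCl, 1mM EDTA, 1mM DTT, pH 7.5) received compound, then a probe mix of 5 nM fluorescein-DNA and 100nM Texas-615-DNA. Fluorescence polarization was read for both dyes.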
# BAZ2B inh = inhibitors of human BAZ2B bromodomain. Q9UIF8. Potency, µM (doses to about 114 µM), for inactives: at the highest dose activity change, negative = inhibition, hits mostly inhibitors. AlphaScreen BAZ2B-H3K14Ac peptide displacement. 4.4% of 360,000 active; note: potency is the fitted concentration of half-maximal effect; % is set by controls: 0 for no effect and ±100 for the full control effect; nearly all actives have a fitted effect of over 60% in size
#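 In this displacement format the biotinylated H3(5-23) peptide acetylated at Lys14 serves as ligand at 50 nM, with BAZ2B at 50 nM in PBS pH 7.4 containing 0.01% Tween-20. Donor and acceptor beads are 10 ug/mL final.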
# GLS inhibitor = inhibitors of human glutaminase (GLS). O94925. GLS enzymatic activity, qHTS titration. Potency, µM (titrated, usually from 45.5 µM), without a hit: at the top dose activity change, negative = inhibition, actives largely listed as inhibitors. 0.21% of 410,000 active. AID 624170; note: potency is the fitted concentration of half-maximal effect; % is set by controls: 0 for no effect and ±100 for the full control effect
#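 Compounds were pin-transferred onto hKGA, after which L-glutamine (1 mM solution) and a detection mix of glutamate oxidase, HRP and Amplex Red were added. Initial and 30 min RT fluorescence reads were collected.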
# JMJD2A Tudor inh = JMJD2A Tudor domain (human) inhibition. O75164. Potency, µM (top dose mostly 114 µM), for inactives: top-dose activity change, negative = inhibition, usual class: inhibitors. 4.4% of 390,000 active. AlphaScreen JMJD2A-Tudor / H3K4me3 peptide binding; note: potency is the fitted concentration of half-maximal effect; % is set by controls: 0 for no effect and ±100 for the full control effect; nearly all actives have a fitted effect of over 50% in size
# Pin1 inh = inhibitors of human Pin1 | Potency, µM (doses to about 115 µM), inactives show at the top dose activity, negative = inhibition, actives largely listed as inhibitors | Q13526 | AID 504891 | 0.009% of 390,000 active | Pin1 FP peptide displacement, HiFluor488, 10 min; active = well fitted inhibition curve with a large enough effect in the polarisation, with a control signal flat, not every such curve was filed as active; inconclusive = small, poorly fitted or top-dose-only effect, or effect the other way, or a change in a side signal; inactive = no such curve, though single readings can be large or run the other way; the % refers to the polarisation; note: potency is the fitted concentration of half-maximal effect; % is set by controls: 0 for no effect and ±100 for the full control effect
# Target sequence (Q13526 whole entry, looked up): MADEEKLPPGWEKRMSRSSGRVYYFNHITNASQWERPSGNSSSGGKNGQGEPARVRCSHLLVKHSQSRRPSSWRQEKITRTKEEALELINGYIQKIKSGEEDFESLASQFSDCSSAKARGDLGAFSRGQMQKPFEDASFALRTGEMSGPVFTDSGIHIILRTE
# HP1b chromo inh = HP1-beta chromodomain-methylated histone interaction inhibition; AlphaScreen HP1-beta / biotin-H3K9me3 peptide binding; P83916; Potency, µM (top dose mostly 114 µM), without a hit: at the top dose activity change, negative = inhibition, actives largely listed as inhibitors; AID 540317; 0.56% of 390,000 active; note: potency is the fitted concentration of half-maximal effect; nearly all actives have a fitted effect of over 70% in size; inactives centre near 23
#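 HP1-beta protein (50 nM final) preincubated 30 min at room temperature with biotinylated H3(1-18)K9me3 peptide (50 nM) in PBS pH 7.4, 0.01% Tween-20, then compound added for 30 min. AlphaScreen streptavidin donor/nickel chelate acceptor beads (10 ug/mL final), 30 min dark, luminescence read.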
# PI4K2A block = PI4K2A (human) kinase inhibition; Q9BTU6; purified PI4K2A, ADP-Glo luminescence, 1 h; active compounds read low; activity change, negative = inhibition, % at 76.9 µM; 0.13% of 420,000 active; AID 1346378; in the data active = activity change below about -50%; inconclusive = mostly about -30% to -49%;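 note: -100% = wells without enzyme as full effect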
# Target sequence (Q9BTU6 whole entry, looked up): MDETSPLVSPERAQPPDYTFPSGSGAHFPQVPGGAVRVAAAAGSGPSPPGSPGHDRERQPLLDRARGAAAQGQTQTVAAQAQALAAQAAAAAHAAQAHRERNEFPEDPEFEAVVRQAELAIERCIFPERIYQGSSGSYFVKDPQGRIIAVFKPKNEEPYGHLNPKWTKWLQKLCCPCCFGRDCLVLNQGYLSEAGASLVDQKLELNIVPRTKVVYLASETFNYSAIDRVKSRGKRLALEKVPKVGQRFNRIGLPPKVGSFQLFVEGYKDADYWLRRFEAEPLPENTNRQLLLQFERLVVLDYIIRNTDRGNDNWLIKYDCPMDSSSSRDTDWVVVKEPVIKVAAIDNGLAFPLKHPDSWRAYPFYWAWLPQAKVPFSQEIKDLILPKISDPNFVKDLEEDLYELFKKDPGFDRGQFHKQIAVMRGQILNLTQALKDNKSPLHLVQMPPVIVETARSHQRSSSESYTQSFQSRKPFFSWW
#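 In this quantitative HTS, ADP production by PI4K2A was quantified luminescently after 1 h at ambient temperature; 100 microM adenosine served as plate-quality control.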
# Active calls of the source: *; i = inactive; u = inconclusive; x = no result given; & = joins results of further samples; [ ] = remark or other dose. Unless noted, calls come from the whole dose curve; as a rule, active = well fitted curve in the direction sought with a large enough effect; inconclusive = small, poorly fitted or top-dose-only effect, or another doubt; inactive = no such curve, though single readings can be large; an effect the other way counts as inactive or inconclusive.
SMILES,PGK inhibitor,G9a inh,ERG-DNA inh,BAZ2B inh,GLS inhibitor,JMJD2A Tudor inh,Pin1 inh,HP1b chromo inh,PI4K2A block
Cc1cccc(C)c1NC(=O)CCCN1C(=O)CCn2nc(-c3cn(C)c4ccccc34)cc21,-1%,4%[59 µM],2%,-1%,-1%,0%,7%,23%[57 µM],6
Cc1ccc(C(=O)Nc2ccc(S(=O)(=O)NC3=NCCCCC3)cc2)cc1S(=O)(=O)N1CCOCC1,2%,-2%[12.7 µM],-5%,4%,0%,-11%,2%,12%,-3
O=C(NC1=NCCS1)C1CCN(S(=O)(=O)c2ccc(Cl)cc2)CC1,i,17%[12.7 µM],0%,-25%,-3%,-1%,7%,73%[activator],-3
c1ccc(C(CN2CCCCC2)Oc2ccccn2)cc1 (stereo unspecified),-7%,x,-3%,x,3%,-12%,2%,12%[57 µM],1
CC(C)c1ccccc1NC(=O)CSc1n[nH]c(=O)n1C1CC1,-8%,9%[12.7 µM],-23%,1%,-6%,4%,2%,48%[activator],1
CC(=O)N(c1ccc(C(C)C)cc1)C1C=CS(=O)(=O)C1 (stereo unspecified),-4%,-49%[2.33 µM],1%,-2%,3%,-9%,-9%,21%,9
COc1cccc(C2=CC(=O)C[C@H](c3ccc(F)cc3)C2)c1,-8%,-11%[0.501 µM],8%,14%,4%,14%,0%,49%[activator],-9
COc1ccc(N2CCN(C(=O)COC(=O)Cc3cccc(OC)c3)CC2)cc1,0%,40µM*,15%,-27%,-2%,-35%,-5%,-16%,-3
CC(C)NC(=O)NC(=O)COC(=O)c1ccc(S(=O)(=O)NCc2ccco2)cc1,-9%,-9%[2.33 µM],-4%,-26%,-2%,-15%,4%,26%,-2
C/C(=N\NC(=O)CN1CCCCC1)c1cccc([N+](=O)[O-])c1,6%,x,-14%,x,17%,-8%,-1%,-4%,4
O=C(OCC(=O)N1CCC(Cc2ccccc2)CC1)c1cccnc1Cl,2%,x,0%,x,-10%,0%,2%,16%[57 µM],2
Cc1ccc(-n2nc(C)c3nc(CCC(=O)Nc4ccc(F)cc4)c(=O)n(C)c32)cc1,-3%,27%[59 µM],-4%,-1%,1%,-10%,2%,41%[activator],-1
CCCCC(=O)Nc1ccc2c(c1)nc1n2CCSC1,-1%,u,7%,-2%,-1%,-15%,8%,20%,3
O=c1c2cc(NC(=S)NCc3ccccn3)ccc2nc2n1CCCCC2,6%,40µM*,6%,u,19%,-35%,10%,20%,-4
CCN(CC)C(=O)c1nc[nH]c1C(=O)N1CCC(C)CC1,i,x,4%,x,-1%,-14%,-8%,79%[activator],-3
O=C(CSc1nnc(-c2ccccc2)n1-c1ccccc1)N1c2ccccc2Sc2ccccc21,-1%,-1%[59 µM],-2%,8%,-1%,-12%,0%,12%,4
COc1ccc(N2C(=O)CS(=O)(=O)C23C(=O)N(Cc2cccc(F)c2)c2ccccc23)cc1OC (stereo unspecified),0%,-31%[59 µM],11%,2%[57.1 µM],-2%,-17%,-2%,18%,3
O=C1c2cnccc2CN1Cc1ccccc1,-6%,u,0%,0%,9%,8%,-2%,17%,-3
CCC(=O)Nc1ccc(S(=O)(=O)Nc2ncccn2)cc1,8%,-31%,-9%,-5%,-2%,-7%,-3%,35%,3
O=C(Oc1cccnc1)c1ccccc1[N+](=O)[O-],-7%,-1%[59 µM],11%,-6%,3%,-1%,3%,40%,5

# The final 4 entries of the part above are carried over, then new ones follow.
SMILES,PGK inhibitor,G9a inh,ERG-DNA inh,BAZ2B inh,GLS inhibitor,JMJD2A Tudor inh,Pin1 inh,HP1b chromo inh,PI4K2A block
COc1ccc(N2C(=O)CS(=O)(=O)C23C(=O)N(Cc2cccc(F)c2)c2ccccc23)cc1OC (stereo unspecified),0%,-31%[59 µM],11%,2%[57.1 µM],-2%,-17%,-2%,18%,3
O=C1c2cnccc2CN1Cc1ccccc1,-6%,u,0%,0%,9%,8%,-2%,17%,-3
CCC(=O)Nc1ccc(S(=O)(=O)Nc2ncccn2)cc1,8%,-31%,-9%,-5%,-2%,-7%,-3%,35%,3
O=C(Oc1cccnc1)c1ccccc1[N+](=O)[O-],-7%,-1%[59 µM],11%,-6%,3%,-1%,3%,40%,5
CCOC(=O)Cc1nnc(NC(=O)CSc2nncn2C)s1,i,-7%[59 µM],x,-1%,23%,-7%,-9%,24%,0
O=C(NC1CCCCC1)c1ccc(S(=O)(=O)NCc2ccco2)cc1,-7%,-22%,-5%,-8%,u,1%,1%,22%,-9
COc1ccc(S(=O)(=O)N2CCCN(CC(=O)Nc3cc(NC(C)=O)ccc3OC)CC2)cc1,9%,5%,-6%,-8%,2%,-9%[11.4 µM],11%,35%,-4
COc1ccc(CC(=O)NC(C)(C)C)cc1S(=O)(=O)N1CCOCC1,i,-3%[59 µM],-3%,-6%,-10%,0%,-4%,25%,0
CCOC(=O)c1cccc(Nc2ncnc3ccc(C)cc23)c1,-4%,28%,-2%,6%,-3%,0%,0%,32%,-5
CCC(CC)C(=O)NCc1ccc2c(c1)cc(C)n2C,-2%,7%[12.7 µM],-6%,-26%,1%,-19%,u,42%,-4
Cc1cccnc1NC(=O)CCNC(=O)c1ccccc1Cl,10%,3%,3%,-16%,-2%,0%,-6%,29%,0
COc1cc(NC(=O)C2CC3CCC2C3)c(OC)cc1Cl (stereo unspecified),i,x,4%,x,4%,9%,-1%,34%,-1
COc1cc(CN2CCNC(=O)C2CC(=O)N2CCCO2)cc(OC)c1 (stereo unspecified),-3%,-3%,-12%,-8%,6%,-8%,3%,6%,-2
CC(C)Cc1nnc(NC(=O)c2cccc(S(=O)(=O)N3CCOCC3)c2)s1,-2%,-40%[59 µM],2%,7%,-5%,-16%,-5%,25%,-1
CCN1CCN(CCC(=O)Nc2ccc(F)c(F)c2)CC1,-9%,21%,3%,-4%,4%,-15%,-7%,8%,4
COc1ccccc1CNC(=O)Cn1c(=O)oc2cc(Cl)ccc21,-4%,14%,14%,-13%,4%,-24%,3%,5%,-5
Cc1ccc(-c2n[nH]c3c2C(c2ccc(C(C)(C)C)cc2)NC3=O)cc1 (stereo unspecified),6%,-6%[59 µM],3%,x,-1%,-15%,-5%,24%,2
CCOc1ccc(Sc2cc(C(=O)NC(C)c3ccccc3)c3ccccc3n2)cc1 (stereo unspecified),8%,-4%[59 µM],6%,-1%,-4%,-20%,-3%,8%,0
CCCCCOC(=O)c1ccc(Nc2nc(C(=O)OCC)nc3ccccc23)cc1,x,2%[59 µM],-1%,1%,-7%,-16%,-6%,15%,6
CC(C)(C)OC(=O)n1cc(CCO)c2ccccc21,9%,11%[0.501 µM],3%,1%,-1%,-15%,-3%,35%,0
O=C(c1ccccc1Br)N(Cc1ccco1)C1CCS(=O)(=O)C1 (stereo unspecified),-13%,3%[59 µM],-1%,-8%,-3%,-4%,-1%,6%,-5
COc1cccc(C2Oc3ccccc3C3CC(c4cccs4)=NN32)c1 (stereo unspecified),8%,x,16%,-13%,-5%,-22%,41%[activator],18%,4
Cc1ccccc1-n1c(=O)cc(N2CCc3ccccc3C2)[nH]c1=O,-3%,7%[12.7 µM],7%,-6%,-1%,-23%,u,38%,-8
Cc1cc(=O)[nH]c(-c2ccccc2O)n1,-8%,11%[59 µM],-4%,11%,14%,-10%,0%,14%,8
Cc1ccc(C2(c3noc(CN4C[C@@H](C)O[C@@H](C)C4)n3)CCCC2)cc1,-1%,16%,6%,5%,1%,4%,0%,34%,-3
O=C(N/N=C\c1ccco1)Nc1cccc(Cl)c1,-6%,-5%,-6%,-33%,4%,-11%,-4%,-1%,5
O=C(CSCCS(=O)(=O)c1ccc(Cl)cc1)Nc1ccccc1,-5%,6%,-4%,-2%,3%,0%,0%,17%,-1
CCOc1ccc(Cn2nnc(C(=O)Nc3ccc(Cl)cc3)c2N)cc1,i,4%[59 µM],2%,-3%,-13%,2%,3%,44%[activator],3
Cc1nn(C)cc1CN(C)C(=O)c1cc(COc2ccc(F)cc2F)on1,-4%,7%,9%,1%,-2%,-8%,5%,5%,1
O=S(=O)(c1ccc(Cl)cc1)c1nc(-c2cccs2)oc1SCc1ccc(F)cc1,-8%,u,5%,-1%,4%,-1%,60%[activator],30%[activator],0
CCOC(=O)c1cc(-c2ccccc2)sc1NC(=O)CSc1nncs1,-6%,u,-12%,-17%,0%,-19%,29%,21%,-1
Cc1ccc(S(=O)(=O)NCC(c2ccco2)N2CCOCC2)cc1 (stereo unspecified),-2%&-6%,-10%&13%[59 µM],-4%&9%,-2%&-1%,-13%&6%,-12%&2%,-7%&-1%,31%&7%,5&-4
Cc1cc(F)ccc1S(=O)(=O)NCC(c1ccco1)S(=O)(=O)c1cccs1 (stereo unspecified),i,13%[59 µM],2%,13%,5%,-6%,3%,87%[activator],3

# Some entries already given, showing only JMJD2A Tudor inh and BAZ2B inh:
smiles	JMJD2A Tudor inh	BAZ2B inh
O=C(CSCCS(=O)(=O)c1ccc(Cl)cc1)Nc1ccccc1	0%	-2%
CCOc1ccc(Cn2nnc(C(=O)Nc3ccc(Cl)cc3)c2N)cc1	2%	-3%
